Screens: PubChem BioAssay, several laboratories
KCNQ1 pot: human KCNQ1 channel potentiation or activation | P51787 | CHO-K1 KCNQ1, thallium flux FluxOR fluorescence; stronger effect = higher value | B-score at 10 µM | actives 0.35% (n = 310,000);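 active = fluorescence ratio B-score, a plate-corrected score, at least three library SD, with initial intensity B-score within 5 SD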
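Medium – assay buffer, equal DMSO in all wells · Material – CHO-K1 cell line with stable KCNQ1 potassium channel expression · Signal – kinetic FluxOR thallium fluorescence, 10-s 1-Hz baseline, 110-s post-stimulus read · Compound – single concentration per compound, DMSO matched to controls · Schedule – 37 °C overnight plating, 90-min dark dye load, 20-min compound pretreatment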
KCNQ1 block: blocks the human KCNQ1 potassium channel; P51787; CHO-K1 KCNQ1, FluxOR thallium flux fluorescence; stronger effect = higher value; actives 1.3% (n = 310,000); B-score at 10 µM;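 active = compounds whose thallium flux B-score, printed positive for inhibition, exceeds three library SD while starting fluorescence stays within three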;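 note: channel opened by potassium depolarization with thallium stimulus after 20 min compound exposure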
RGS4 inh: inhibitors of human RGS4 | P49798 | HEK293 M3R/RGS4 inducible, Fluo-4 calcium flux; stronger effect = higher value; triggered by carbachol at its EC20 | B-score at 10 µM | actives 0.45% (n = 310,000) | AID 463165;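 active = B-score, a plate-corrected calcium signal, over three deviations above library mean, with baseline fluorescence within five deviations of library mean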;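 note: RGS4 expression induced by doxycycline in cells with stable M3 receptor; B-score is computed from the integrated fluorescence ratio over baseline after carbachol; higher B-score means a larger calcium signal and so more RGS4 inhibition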
hERG protect: shields human hERG channel from block by proarrhythmic agents; CHO-hERG, FluxOR thallium flux, dofetilide IC70 present; actives 0.51% (n = 310,000); Q12809; AID 1511; activation (rescue from dofetilide block), less the hit threshold, % at 10 µM;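 active = activation above the mean of controls blocked by dofetilide plus 5 SD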;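 note: thallium influx through hERG after potassium depolarization seen as dye fluorescence rise; in these data hits start at about 4.7%; inactives centre near -7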
KCNK3 block: human KCNK3 channel inhibition, primary screen; actives 0.84% (n = 340,000); CHO-KCNK3 thallium flux, FluxOR fluorescence; stronger effect = lower value; O14649; AID 602410; B-score at 10 µM;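 active = B-score under library mean minus 4 SD, starting fluorescence ratio at most library mean plus 5 SD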;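 note: more negative B-score means stronger inhibition of thallium flux through KCNK3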
TMEM16A inh: mouse TMEM16A channel inhibition, primary screen; Q8BHY3; HEK293 TMEM16A/YFP iodide influx fluorescence, ionomycin; normalized B-score (activity score, 25-100; higher = stronger inhibition) at 10 µM; actives 1.2% (n = 310,000); AID 588511;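 active = ratio plate-corrected score three or more library SD toward inhibition, starting fluorescence score within five deviations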;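 note: score derived from kinetic fluorescence span divided by baseline fluorescence per well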
Target sequence (Q8BHY3 whole entry, looked up): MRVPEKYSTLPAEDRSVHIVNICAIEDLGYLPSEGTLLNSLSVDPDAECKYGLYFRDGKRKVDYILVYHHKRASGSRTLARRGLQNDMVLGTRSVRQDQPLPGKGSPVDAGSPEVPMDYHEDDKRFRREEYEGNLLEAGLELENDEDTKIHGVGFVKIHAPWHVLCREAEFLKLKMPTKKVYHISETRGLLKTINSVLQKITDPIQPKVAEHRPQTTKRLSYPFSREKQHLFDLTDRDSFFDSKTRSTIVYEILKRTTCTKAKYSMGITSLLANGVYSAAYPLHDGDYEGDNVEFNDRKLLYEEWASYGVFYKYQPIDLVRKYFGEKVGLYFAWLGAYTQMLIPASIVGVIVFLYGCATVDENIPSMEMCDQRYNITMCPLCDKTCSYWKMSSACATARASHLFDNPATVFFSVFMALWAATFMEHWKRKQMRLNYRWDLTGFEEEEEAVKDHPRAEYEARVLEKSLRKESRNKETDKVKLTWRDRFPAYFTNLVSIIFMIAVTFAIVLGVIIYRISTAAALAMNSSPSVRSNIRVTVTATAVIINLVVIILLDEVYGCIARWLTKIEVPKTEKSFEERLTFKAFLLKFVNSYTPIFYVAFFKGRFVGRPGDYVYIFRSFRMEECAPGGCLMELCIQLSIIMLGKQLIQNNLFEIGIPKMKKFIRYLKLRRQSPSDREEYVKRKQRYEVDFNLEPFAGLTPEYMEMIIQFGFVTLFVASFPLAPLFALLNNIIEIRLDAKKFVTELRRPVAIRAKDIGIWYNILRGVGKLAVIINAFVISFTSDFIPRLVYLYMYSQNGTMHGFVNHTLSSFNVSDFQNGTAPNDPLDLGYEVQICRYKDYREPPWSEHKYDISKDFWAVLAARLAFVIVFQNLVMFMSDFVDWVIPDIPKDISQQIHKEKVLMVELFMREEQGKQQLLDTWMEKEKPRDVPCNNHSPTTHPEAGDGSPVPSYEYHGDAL
SKKanGAS inh: blocks kanamycin growth of S. pyogenes SKKanGAS strain. BacTiter-Glo, 6 h. inhibition, % at 7.5 µM. actives 1.3% (n = 300,000);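 active = mean replicate score, as percent of positive control median, at least 50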;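 note: strain carries kanamycin resistance gene driven by streptokinase promoter and grows in 40 µg/ml kanamycin; loss of luminescence reflects streptokinase promoter inhibition or plain growth inhibition; 0% = median of DMSO wells and 100% = positive control at its reference dose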
RGS4 act: potentiators or activators of RGS4; HEK293 M3R/inducible RGS4, carbachol calcium flux Fluo4; stronger effect = lower value; B-score at 10 µM; actives 0.92% (n = 310,000); AID 463111;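 active = B-score of the integrated calcium signal more than 4 SD below the library mean, with starting fluorescence not abnormally high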;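 note: negative B-score means reduced calcium response which marks RGS4 activation or potentiation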
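System: HEK293 FlpIn-TREx cells, stable M3R, doxycycline-inducible RGS4. Timing: overnight RGS4 induction, 30 min dye load 37 °C, 20 min compound RT. Also added: carbachol, ECmax concentration. Measured by: Fluo4 fluorescence kinetic imaging of calcium. Evaluation: integrated calcium ratio converted to B score.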
HDAC3 inhib: human HDAC3 inhibition. inhibition, % at 8.3 µM. O15379. actives 0.15% (n = 320,000). recombinant HDAC3, fluorogenic peptide/trypsin coupled, fluorescence; in the data active = inhibition above about 26%, passing the limit was not always enough
ANO1 activ: mouse TMEM16A channel activation, primary screen | Q8BHY3 | HEK293 TMEM16A/YFP-H148Q/I152L, iodide quench fluorescence; stronger effect = lower value | B-score at 10 µM | actives 0.3% (n = 340,000) | AID 623877;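 active = fluorescence-ratio B-score plate-corrected deviation score at least 3 library SD below zero, with starting fluorescence score within 5 deviations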;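 note: channel opened by trigger with iodide after compound preincubation; score built on the fluorescence ratio of max minus min over baseline; more negative score means more quench and so TMEM16A activation or potentiation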
KCNK9 inh: blocks the human KCNK9 two-pore domain potassium channel. Q9NPC2. HEK293 KCNK9, FluxOR thallium flux fluorescence; stronger effect = lower value. B-score at 10 µM. actives 1.2% (n = 310,000). AID 488922;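 active = ratio B-score over 3 SD below the library mean, with starting fluorescence within 5 SD of its mean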;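 note: negative B-score means less thallium flux so channel inhibition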
* = called active by the depositor; i = inactive; · = no result given.

smiles,hERG protect,TMEM16A inh,ANO1 activ,HDAC3 inhib,RGS4 act,KCNK3 block,SKKanGAS inh,RGS4 inh,KCNQ1 block,KCNQ1 pot,KCNK9 inh
CCCC(C)NC(=O)CSc1nc2ccc(C)cc2[nH]1 (stereo not given),-4,i,i,-5,i,i,7,i,i,i,i
COc1ccc(Cc2noc(COc3ccc(Cl)cc3)n2)cc1,1,i,i,1,i,i,-1,i,i,i,i
COc1cccc(-c2nc(C#N)c(N3CCN(C(=O)c4ccco4)CC3)o2)c1,-11,i,i,9,i,i,-1,i,i,i,i
CC1CCN(C(=O)C(NS(=O)(=O)c2cccc3nsnc23)C(C)C)CC1 (stereo not given),-9,i,i,2,i,i,5,i,i,i,i
Cc1cc2ccccc2c(=O)n1CC(=O)NCc1ccco1,-2,i,i,-2,i,i,-3,i,i,i,i
COC(=O)c1cc(=O)n(Cc2ccco2)c(=Nc2ccc(F)cc2)s1,-14,i,i,-1,i,i,4,6.1*,i,i,i
CC1=C(C(=O)NCc2ccccc2)C(c2cccs2)NC(=S)N1 (stereo not given),-1,i,i,-3,i,i,9,i,i,i,i
COc1ccccc1S(=O)(=O)Cc1ccc(C(=O)NC2CCCCC2)o1,-10,i,i,-3,i,i,-5,i,i,i,i
CS(=O)(=O)N(CC(=O)N1CCCCCC1)c1cc(Cl)ccc1Cl,-2,i,i,3,i,i,-3,i,i,i,i
Cc1cc(=O)oc2cc(NS(=O)(=O)c3ccccc3)ccc12,-4,i,i,-223,i,i,0,i,i,i,i
COc1ccc(CCn2nc(C)c([N+](=O)[O-])c2C)cc1,2,i,i,5,i,i,5,i,i,i,i
CC1(C)CC(=O)C(CC2C(=O)CC(C)(C)CC2=O)C(=O)C1,-3,i,i,-7,i,i,-2,i,i,i,i
Cc1ccsc1-c1n[nH]c(=S)n1C1CCCCC1,-10,i,i,0,i,i,-1,i,i,i,i
CCCCOc1ccccc1Cn1c(=O)oc2ccc(C)cc21,-17,100*,i,10,-7.7*,i,46,i,i,i,i
CN(C)c1cccc(C(=O)NCCCn2ccc3ccccc32)c1,-8,i,i,-10,i,i,-1,i,i,i,i
Cc1ccc(C2CC(c3ccccc3)=NN2C(=S)Nc2ccccc2)o1 (stereo not given),-10,i,i,-3,i,i,0,i,6*,i,i
COC(=O)c1ccc(C23CC4(C2)[C@H](CN(Cc2ccc(C(F)(F)F)cc2)[C@@H]4c2ccccc2)C3c2ccc(C(F)(F)F)cc2)cc1 (stereo not given in full),-7,·,·,·,i,·,2,i,i,i,i
Cc1ccc2c(c1)N(C(=O)CCC(=O)NCCCN1CCOCC1)CC(C)O2 (stereo not given),-4,i,i,3,i,i,-10,i,i,i,i
CCOC(=O)c1cc(-c2ccccc2)nc2nc(N3CCCCC3)sc12,-9,i,i,-2,i,i,-2,i,i,i,i
CC(OC(=O)c1cccc(-n2cnnn2)c1)C(=O)Nc1ccc(N(C)C)cc1 (stereo not given),-11,i,i,6,i,i,0,i,i,i,i
CCOC(=O)N1CCC(NC(=O)c2cc(-c3ccc(F)cc3)[nH]c2C)CC1,-9,i,i,0,i,i,-22,i,i,i,i
N#Cc1cccc(NC(=O)COC(=O)c2cccc(N3C(=O)c4ccccc4C3=O)c2)c1,-12,i,i,-2,i,i,-12,i,i,i,i
O=c1[nH]cnc2c1c(-c1ccccc1)cn2-c1ccc(Br)cc1,-9,i,i,1,i,i,4,i,i,i,i
Cc1ccccc1NC(=S)N(C)Cc1cccs1,-11,i,i,-1,i,i,-8,i,i,i,i
CC1CN(C(=O)COC(=O)c2cc(Cl)ccc2[N+](=O)[O-])CC(C)O1 (stereo not given),-6,i,i,0,i,i,-2,i,i,i,i

New compounds follow:
smiles,hERG protect,TMEM16A inh,ANO1 activ,HDAC3 inhib,RGS4 act,KCNK3 block,SKKanGAS inh,RGS4 inh,KCNQ1 block,KCNQ1 pot,KCNK9 inh
COc1ccc2c(c1)OC1=C(C(=O)CCC1)C2C1=C(O)CCCC1=O (stereo not given),-15,i,i,-5,i,i,4,i,i,i,i
CC(C)(C)Cc1nnc(NC(=O)CN2C(=O)c3ccccc3C2=O)s1,-5,i,i,1,i,i,-5,i,i,i,i
CCc1nccn1CCC(=O)N1CCCC(Nc2ccc(F)cc2)C1 (stereo not given),-5,i,i,0,i,i,2,i,i,i,i
CN(C(=O)Cc1c(C(=O)O)n(C)c2ccccc12)c1ccc(Cl)cc1,-8,i,i,6,i,i,-6,i,i,i,i
Cc1cccc(-n2cccc2)c1C#N,-8,i,i,0,i,i,1,i,i,i,i
COc1ccc(NC(=O)c2ccc3c(c2)S(=O)(=O)c2ccccc2C3=O)cc1,-5,i,i,-2,i,i,11,i,i,i,i
CC(NS(=O)(=O)c1ccc2c(c1)C(=O)c1cc(S(=O)(=O)NC(C)C(=O)O)ccc1-2)C(=O)O (stereo not given),3,i,i,-2,i,i,-3,i,i,i,i
COc1ccc(C(=O)NCCS(=O)(=O)N2CCOCC2)cc1,-11,i,i,4,i,i,1,i,i,i,i
COc1ccc(CCNC(=O)c2cc(-c3ccc(C)c(C)c3O)n[nH]2)cc1OC,1,i,i,-6,i,i,24,i,i,i,i
COC(=O)c1ccccc1NC(=O)C1CC(c2ccc(F)cc2)=NO1 (stereo not given),-8,i,i,-2,i,i,1,i,i,i,i
COc1cc(OC)cc(C(=O)Nc2ccccc2S(=O)(=O)N2CCCC2OC(C)=O)c1 (stereo not given),-5,i,i,5,i,i,-1,i,i,i,i
Cn1c(=O)c2c(nc(SCc3nc(N)nc(N4CCCCC4)n3)n2C)n(C)c1=O,-12,i,i,-5,i,i,5,i,i,i,i
C=C(C)CSc1cc(C)c(C#N)c2nc3ccccc3n12,-25,i,i,-4,i,i,16,i,6*,i,i
CSc1ccc(S(=O)(=O)N(CC(=O)NCc2ccccn2)c2ccc(C)cc2)cc1,-9,i,i,8,i,i,-5,i,i,i,i
COc1ccccc1C(=O)Nc1ccccc1C(=O)N1CCCC1,-6,i,i,3,i,i,-3,i,i,i,i
CCN(CC)c1ccc(S(=O)(=O)N2CCOCC2)cc1NC(=O)COC(=O)/C=C/c1ccc(C)o1,-22,i,i,4,-9.6*,i,-11,i,i,i,i
CC(C)CN(C(=O)/C=C/c1nc2ccccc2s1)C1CCS(=O)(=O)C1 (stereo not given),-12,i,i,-1,i,i,2,i,i,i,i
O=C(CSc1nnc(CNc2ccc(F)cc2)n1Cc1ccco1)N1CCOCC1,-12,i,i,6,i,i,1,i,i,i,i
CN(C)Cc1c(O)ccc2ccccc12,-13,i,i,-8,i,i,11,i,i,i,i
CSC1=NCCN1C(=O)c1c(-c2c(F)cccc2Cl)noc1C,-11,i,i,0,i,i,-1,i,i,i,i
CC(=O)Nc1ccc(NS(=O)(=O)c2ccc(CN3C(=O)c4cccnc4C3=O)cc2)cc1,-6,i,i,-1,i,i,3,i,i,i,i
O=C1/C(=C\c2cccnc2)SC(=S)N1c1ccc(F)cc1,-4,i,i,4,i,i,0,i,i,i,i
O=S(=O)(c1ccccc1)N1CCN(C(=S)NC2CCCC2)CC1,-11,i,i,-2,i,i,·,i,i,i,i
Cc1cc(C)cc(NC(=O)CN2CCN(CCN=CC3=C(O)CC(C)(C)CC3=O)CC2)c1,-9,i,i,0,i,i,-3,i,i,i,i
CCCCN(CCCNC(=O)c1ccc2nc(N3CCOCC3)sc2c1)Cc1ccccc1,-5,i,i,5,i,i,-5,i,i,i,i

Continued:
smiles,hERG protect,TMEM16A inh,ANO1 activ,HDAC3 inhib,RGS4 act,KCNK3 block,SKKanGAS inh,RGS4 inh,KCNQ1 block,KCNQ1 pot,KCNK9 inh
CC(/C=N\NC(=O)c1ccc2c(c1)OCO2)c1ccccc1 (stereo not given),-4,i,i,0,i,i,-4,i,i,i,i
CCN(CC)CCn1c2c(c(SCC(=O)Nc3nc(C)cs3)nc1=O)CCC2,-5,i,i,-4,i,i,-2,i,i,i,i
CC(C)OC(=O)CCc1nc2ccccc2[nH]c1=O,-11,i,i,·,i,i,7,i,i,i,i
CCCCCn1c(SCCN2CCOCC2)nc2c1c(=O)[nH]c(=O)n2C,-4,i,i,3,i,i,6,i,i,i,i
O=c1cc(O)n(Cc2ccc(F)cc2)c(=O)[nH]1,-9,i,i,1,i,i,1,i,i,i,i
Cc1onc(-c2ccccc2Cl)c1C(=O)OCN1C(=O)c2ccccc2C1=O,-1,i,i,-1,i,i,9,i,i,i,i
C#Cc1ccc([C@@H]2C=C(C(=O)O)O[C@H](OCC)[C@H]2CCCO)cc1,-5,i,i,4,i,i,-1,i,i,i,i
COc1ccc(N2CCN(Cc3oc(CO)cc(=O)c3O)CC2)cc1,-4,i,i,9,i,i,4,i,i,i,i
Cc1c(C)[n+](=O)c2c(n1[O-])C(Br)CCC2Br (stereo not given),-10,i,i,2,i,i,-5,i,i,i,i
CCCCN1C(=O)/C(=C2/Sc3ccccc3N2C)S/C1=N\c1ncn[nH]1,-21,i,i,-14,i,i,21,i,i,i,i
CC(CN1C(C)CCCC1C)OC(=O)c1ccccc1Cl (stereo not given),-11,i,i,3,i,i,-3,i,i,i,i
CC1CCCC(C)N1/N=C/c1cc(Br)cc(Br)c1O (stereo not given),-9,i,i,-7,i,i,2,i,i,i,i
